dFosB activator: mouse delta FosB homodimer activation | P13346 | purified delta FosB, TAMRA-CDK5 oligo fluorescence polarization; percent of positive-control signal above neutral wells | activation, % at 25 µM | actives 0.99% (n = 340,000) | AID 493131;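 active = mean activation above about 17%, with every replicate also reaching it, limit read from the data, passing the limit was not always enough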;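 note: fluorescence polarization rise as delta FosB binds a TAMRA Cdk5 AP-1 oligo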
Rtt109 Vps75: inhibitors of Candida albicans Rtt109/Vps75 histone acetyltransferase; Q5AAJ8; purified Rtt109/Vps75, ThioGlo CoA-SH fluorescence, 4 h; inhibition, % at 34.9 µM; actives 0.16% (n = 330,000); AID 540336;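 active = inhibition of at least 50% in every replicate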
cardiac RTF act: increases calcium sensitivity of human cardiac regulated thin filaments. AID 493008. IANBD-labeled TnC RTF fluorescence at EC20 calcium; 0% EC20 calcium, 100% full calcium. actives 0.24% (n = 340,000). activation, % at 7.2 µM;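 active = activation above the mean over all tested compounds plus 3 SD, cut at about 30% in these data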;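 note: rise in fluorescence read as greater calcium sensitivity of cardiac thin filaments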
C-LANA FP: blocks KSHV LANA C-terminal domain binding to DNA; MBP-C-LANA/FAM-LBS DNA binding, fluorescence polarization; actives 0.078% (n = 340,000); inhibition, % at 9 µM;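 active = highest replicate inhibition at or above 60% at 9 µM, even if other replicates fall short; inactive = all replicates below 60% inhibition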;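 note: 0% = neutral control wells and 100% = 4 µM acridine orange control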
CDK5 inh: CDK5/p35 (human) kinase inhibition; Recombinant CDK5/p35, ADP-Glo luminescence, 60 min; inhibition, % at 10 µM; actives 0.01% (n = 330,000); AID 488839;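 active = highest replicate inhibition of at least 50% and at least 75% of replicates reaching 50%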;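 note: plate controls were DMSO neutral control for no effect and GW8510 at 10 µM for full effect; many of its hits are not listed in these tables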
RTF Ca sens inh: cardiac RTF calcium desensitization | P19429+P45379 | inhibition, % at 7.15 µM | actives 0.12% (n = 340,000) | IANBD-labeled cardiac RTF, Ca2+ fluorescence | AID 493244;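 active = inhibition above the mean inhibition of all tested compounds plus 3 SD, cut at about 17% in these data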;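 note: assay run at fixed EC70 calcium of 1.6 mM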
NSD2 HMT inh: NSD2 (human) methyltransferase inhibition; O96028; NSD2 peptide methylation, AlphaScreen, 120 min; inhibition, % at 12.5 µM; actives 0.54% (n = 310,000); AID 743445; in the data active = inhibition above about 50%
PvdQ acylase: P. aeruginosa PvdQ acylase inhibition; purified PvdQ acylase, fluorescence plate reader; inhibition, % at 10 µM; actives 0.063% (n = 340,000); in the data active = inhibition above about 30%, passing the limit was not always enough;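 note: 0% = vehicle neutral wells and 100% = reference inhibitor wells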
Mot1-301 SUMO: blocks SUMOylation pathway, rescuing yeast Mot1-301 growth; S. cerevisiae Mot1-301 growth rescue, ATP luminescence, 38.5C; percent above DMSO median, 100 means doubled; growth rescue, % at 18.8 µM; actives 1% (n = 320,000); AID 2716;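 active = every valid replicate shows activation above 250% relative to neutral control wells; inactive = the rest, any valid replicate at or below 250%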;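 note: OY570 slx delta 5 strain wells were the positive control but not used for scaling; some compounds called inactive have numbers as strong as hits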
PfHsp90 yeast 2: growth inhibition of yeast expressing Plasmodium Hsp90; S. cerevisiae expressing PfHsp90, BacTiter-Glo ATP, 48 h; yeast lacking PDR1 and PDR3 efflux regulators; inhibition, % at 9.4 µM; actives 0.32% (n = 310,000); AID 504621;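 active = every replicate shows inhibition above about 80%, whatever the replicate mean, limit read from the data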;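 note: 0% = DMSO neutral controls and 100% = 20 µM radicicol positive controls; yeast relying on Plasmodium falciparum Hsp90 in place of its own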
Keap1-Nrf2 PPI: Keap1-Nrf2 (human) interaction inhibition | actives 0.15% (n = 340,000) | AID 504523 | Keap1 Kelch-Nrf2 peptide fluorescence polarization, 1536-well | Q14145 | inhibition, % at 9.4 µM; in the data active = inhibition above about 12%;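 note: human Keap1 Kelch domain with fluorescein labeled Nrf2 9mer peptide probe; 0% = neutral control wells and 100% = peptide positive control; higher means more block of Keap1 binding to Nrf2 peptide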
Starred values were filed as active, the others as inactive; . = no result given. The order is random; 3.2% or so of the library scored in one or more.

molecule	C-LANA FP	CDK5 inh	RTF Ca sens inh	cardiac RTF act	Rtt109 Vps75	PfHsp90 yeast 2	Mot1-301 SUMO	Keap1-Nrf2 PPI	dFosB activator	PvdQ acylase	NSD2 HMT inh
CCCn1nc(C(=O)Nc2ccc3c(c2)OCO3)c2ccccc2c1=O	-2.5	-0.4	-3	-2	0	17	111	-3	-4	11	1
O=C(NCc1ccc2c(c1)OCO2)c1ccccc1	2.0	-0.4	-4	2	17	-26	-17	0	-2	2	1
CS(=O)(=O)Nc1ccccc1C(=O)N1CCCC1	-0.3	-0.1	-14	3	-13	.	-4	4	5	-8	17
Cc1cc(C)nc(SCc2ccc(C(=O)N/N=C/c3ccco3)cc2)n1	-0.5	-0.6	7	8	-3	35	-17	-3	-11	-4	2
CCOc1ccc(S(=O)(=O)N(C)c2ccc(OCC(=O)N3CCOCC3)cc2)cc1	1.6	2.5	11	2	-6	.	-19	0	-5	7	-5
CC(=O)C1=NOC2C(=O)N(c3ccccc3)C(=O)C12 (centres undefined)	-1.4	0.9	-5	3	2	37	5	-4	3	3	-2
COC(=O)c1ccc(N/C(=N/S(=O)(=O)c2ccccc2)c2ccccc2)cc1	0.6	-2.4	-10	-2	6	-4	-11	-4	-10	-7	-1
COc1ccc(Br)cc1/C=C(\C(=O)O)c1ccc(S(=O)(=O)N2CCCCC2)s1	-0.5	-0.6	-3	-6	21	-5	37	1	-7	-3	9
O=C(NCc1ccco1)c1ccc2c(c1)S(=O)(=O)c1ccccc1C2=O	1.0	1.3	4	4	0	6	9	-1	-4	-3	.
O=C(CSc1nnc(-c2n[nH]c3ccccc23)n1-c1ccccc1)Nc1cccc(Cl)c1	0.1	-3.5	-25	1	-1	-7	-3	-4	25*	-13	-5
COc1ccc(-c2csc(NC(=O)c3c(C)noc3C)n2)cc1	-0.4	-0.9	-18	0	8	20	6	-5	-7	-10	-2
COC(=O)c1ccc(COC(=O)CNS(=O)(=O)c2ccccc2)cc1	0.3	-3.5	-8	6	-6	-6	26	1	-8	-10	-7
O=C(CCl)NNc1cccc(Cl)n1	-1.2	-0.3	-8	3	7	-21	57	-6	-1	-14	2
CSc1ccccc1OCc1cc(C(=O)N2CCN(C3CCCC3)C(=O)C2)no1	0.8	-1.4	1	2	3	-2	1	3	-9	1	0
CC1CCN(C(=O)Cn2c3ccccc3c3nc4n(c(=O)c32)CCCS4)CC1	0.7	.	-19	2	-3	-30	53	-4	1	-8	-2
O=C1CN(c2nnnn2-c2ccccc2)CCN1	-0.2	1.4	5	-1	-13	17	-14	-3	-3	-19	-5
COCCN1C(=O)c2oc3cc(C)c(C)cc3c(=O)c2C1c1cccc(O)c1 (centres undefined)	-0.5	-1.1	-2	-2	-2	-16	8	2	6	15	0
CCOC(=O)c1sc(N)c(C#N)c1COC(=O)CNC(=O)c1cc(OC)c(OC)c(OC)c1	-2.8	1.8	-30	16	3	.	-2	-20	-5	10	0
Cc1csc(NC(=O)C2CCCO2)n1 (centres undefined)	0.6	-2.1	-12	1	1	-6	-9	3	-2	-13	-2
Cc1cnc(NC(=O)Cc2cccs2)s1	-1.0	3.0	0	1	26	-18	16	-1	0	3	4
O=C(Nc1cccc(Cl)c1)N1CCC(CO)(CCOc2ccccc2)CC1	0.9	0.3	3	-4	12	-2	-2	2	-12	0	-3
Cc1ccc(S(=O)(=O)N/N=C\c2ccc([N+](=O)[O-])o2)cc1	-0.7	-2.1	-3	4	-3	-5	25	-6	3	-10	-1
COC(=O)C1=CN(Cc2cccs2)C=C(C(=O)OC)C1c1cccc(Cl)c1	0.0	-3.5	1	-2	-7	21	159	-1	-15	-7	-13
CCc1nc(SCC(=O)Nc2ccc(F)cc2)c2c(=O)n(C)c(=O)n(C)c2n1	0.3	-0.4	-8	-8	-11	18	28	-1	-2	4	0
O=C(NCc1ccccc1Cl)c1cccc(OC2CCN(C(=O)C3CC3)CC2)c1	0.7	-0.6	-4	-2	6	19	-16	1	-7	-13	11
CCCc1nc2oc(C(=O)c3ccccc3)c(N)c2c2c1COC(C)(C)C2	2.7	1.3	4	4	0	-17	-21	-2	-8	-4	0
C=CCn1c(SCc2nc3ccccc3nc2C)nnc1-c1ccoc1C	0.3	0.4	-12	-3	23	17	-6	-5	-10	4	5
O=C(CSc1nnc(-c2ccccc2)n1-c1ccccc1)c1ccc[nH]1	1.1	-1.6	0	3	2	-7	-9	-4	0	-3	2
C/C=C/C(=O)Nc1cccc(C2=NOC3(C2)C[C@@H](C(N)=O)N(C(=O)c2cc([N+](=O)[O-])cc([N+](=O)[O-])c2)C3)c1 (some centres undefined)	-1.6	-1.4	0	2	4	-7	10	0	1	-1	.
O=C(CS(=O)(=O)Cc1ccccc1)Nc1ccc(Br)cc1F	0.3	1.3	2	-8	12	13	2	4	-5	-4	-1
O=C(CCc1nnc(C2CCCCC2)o1)N1CCN(C2CCCCC2)CC1	2.1	-0.7	.	.	4	-44	10	3	-4	-6	-1
C=CC[C@H](CC(=O)N(CCO)Cc1ccccc1)C(=O)N[C@@H](COC(=O)[C@@H](CC=C)Cc1ccc(F)cc1)Cc1ccccc1	1.0	-0.1	-13	0	2	10	17	-7	-9	-13	.
O=C(/C=C/c1cccc([N+](=O)[O-])c1)N1CCN(S(=O)(=O)c2cccs2)CC1	0.4	-3.4	-5	1	3	10	-2	0	-5	-10	-5
O=C(Oc1ccc2c(=O)c(Cl)coc2c1)c1cccnc1	-0.3	-0.9	4	-5	-28	8	-1	-5	2	5	6
COc1ccc(/C=N/NC(=O)c2ccc3ccccc3c2)cc1OS(=O)(=O)c1ccc(NC(C)=O)cc1	1.7	-1.1	4	1	-6	9	12	1	14	10	.
Cc1ccc(S(=O)(=O)N(CC(O)CN2CCOCC2)c2cc(Cl)ccc2Cl)cc1 (centres undefined)	0.4	-1.1	-6	1	5	-14	15	1	-8	-15	3
CCOC(=O)c1nc(Nc2ccc(C(C)=O)cc2)c2ccccc2n1	1.1	0.2	-4	-2	-2	18	3	1	-76	-1	.
Cc1ccc(-c2ccc(/C=C/C(=O)c3ccccc3)o2)cc1	4.7	-0.8	-5	3	-1	8	-19	-5	-7	-13	-1
OCC[C@H]1C[C@H](O)[C@@H](O)[C@]2(Cc3ccccc3CCO2)O1	-1.0	-1.4	3	0	-5	9	-12	-2	1	-6	.
O=C1OC(C(=O)Nc2ccccc2)Cc2ccccc21 (centres undefined)	1.9	-4.7	-2	3	-2	-18	331	-4	-4	-8	-3
CCn1nc(C(=O)Nc2ccccc2C)c(Cl)c1Cl	1.7	0.2	5	10	3	.	11	-3	4	-9	-1
Cn1c(SCCN2CCOCC2)nc2sc3c(c2c1=O)CCCC3	-0.9	1.5	-1	-4	2	9	45	3	2	-1	.
O=C(NCc1ccccn1)C12CC3CC(CC(C3)C1)C2	9.2	-0.3	-30	-4	19	13	-1	7	-3	5	0
O=C(OCCCCN1C(=O)c2ccccc2C1=O)c1n[nH]c2ccccc12	-1.1	0.1	-4	1	-5	.	10	-6	-20	7	6
S=c1[nH]ccn1Cc1ccccc1	3.6	-0.6	0	0	-6	8	-11	-7	-3	-9	.
CC1=NN(c2ccccc2)C(=O)C1N=Nc1cccc(O)c1 (centres undefined)	-1.7	0.7	-5	6	0	-18	-14	-2	-10	-12	2
COc1ccccc1/C=C/C(=O)N1CCN(S(=O)(=O)c2cccs2)CC1	-0.1	-1.4	-3	0	-3	11	-5	-5	-15	-13	0
COc1ccc(CCC(=O)Nc2ncc(C)s2)cc1	1.3	0.4	-3	-1	.	-21	-1	-7	0	-10	24
S=C(Nc1ccc2[nH]ccc2c1)NC1CCCCC1	-0.3	-0.4	-4	-5	12	18	135	1	-4	20	7
COc1ccc(CCN(C)CCCC(C#N)(c2cc(OC)c(OC)c(OC)c2)C(C)C)cc1OC (centres undefined)	-0.7	0.1	10	-7	5	2	214	4	-2	-3	.
CCn1nc(NS(=O)(=O)c2ccccc2)c2cc3cccc(C)c3nc21	-0.2	-1.1	-1	-2	6	.	10	-1	-11	-9	1
COc1cccc(C(=O)COc2ccc(NC(=O)c3ccccc3)cc2)c1	-0.5	0.8	7	-6	18	1	.	1	-1	4	0
Cc1ccc(CCNS(=O)(=O)c2ccc(C)cc2)cc1	0.4	0.8	-7	1	9	-13	-20	5	-3	5	-2
O=C(CSc1nnc(NC(=O)c2c(F)cccc2F)s1)NC1CC1	1.2	-2.1	-1	1	3	-4	-17	-5	2	-7	-3
C/C(Cn1nnc([N+](=O)[O-])n1)=N\NC(=O)c1cccc(Cl)c1	1.4	0.4	-3	-2	1	-40	-12	3	-1	-5	6
N#C/C(=C\c1ccc(-c2nc3ccccc3s2)o1)C(N)=O	11	-0.2	-6	-1	-4	-12	-12	4	-10	-1	-5
CC(=O)c1cccc(NC(=S)NC(=O)c2cccc(C)c2)c1	1.2	2.3	-3	5	2	-3	6	-3	-4	2	-1
CCOc1c(Br)cc(C(=O)NCCCn2ccnc2)cc1OC	-2.1	-0.8	-5	6	0	10	-10	0	-2	-7	1
Nc1ccc2nn(-c3ccc(F)cc3)nc2c1	3.0	0.4	3	-4	-3	-2	-1	0	-1	-15	4
CCCC(=O)N1CCN(c2ccc(NC(=O)c3cccs3)cc2Cl)CC1	-1.1	-2.9	0	0	.	4	10	1	2	-2	-2

Next part.
molecule	C-LANA FP	CDK5 inh	RTF Ca sens inh	cardiac RTF act	Rtt109 Vps75	PfHsp90 yeast 2	Mot1-301 SUMO	Keap1-Nrf2 PPI	dFosB activator	PvdQ acylase	NSD2 HMT inh
COc1cc2c(cc1OC)CN(Cc1ccc(C)s1)CC2	-1.0	-0.7	4	-4	-8	9	-8	-1	-1	-1	5
O=C1c2oc3ccc(Br)cc3c(=O)c2C(c2cccc(F)c2)N1CCO (centres undefined)	13	-0.1	2	-2	0	-5	4	0	7	-4	3
Cc1nc2c(-c3ccccc3)c(C)nn2c(C)c1CCC(=O)N1CCOCC1	0.5	0.6	-5	-3	-14	0	-5	0	-8	-5	-2
Cc1nc2sc(C#N)c(N)c2c2c1CCCC2	-1.5	0.5	-5	3	1	-19	-4	-7	-6	-9	4
Cc1ccccc1NC(=O)CSc1n[nH]c(-c2ccccn2)n1	-0.5	-1.7	-1	0	0	-21	1	-3	-10	-20	-6
CC(C)OCCCN1C(=O)c2[nH]nc(-c3ccccc3O)c2C1c1cccc(Cl)c1 (centres undefined)	-0.9	-1.1	1	-4	22	-6	18	-3	-12	-5	13
Cn1c2ccccc2c2nn(-c3ccccc3)c(=O)cc21	0.8	-0.1	-5	-2	-5	-11	-15	2	2	-7	2

Screening data deposited in PubChem by several laboratories.
